PKM2 activator: increases activity of human pyruvate kinase M2; Potency, µM (series often up to 57.5 µM), for inactives: top-dose activation, most hits filed as activators; purified PKM2, Kinase-Glo ATP luminescence, activation; response scale: 0% is enzyme alone, no compound; 260,000 compounds, 0.34% hits; note: potency is the fitted concentration of half-maximal effect; nearly all actives have a fitted effect of over 55% in size
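ATP formation by purified human PK-M2, quantified via coupled luciferase luminescence after 1 h at room temperature with 0.1 mM ADP and 0.5 mM PEP final.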
FBPA coupling cs: inhibits coupling enzyme system, counter-screen for aldolase hits. AID 2472. coupling enzyme system counterscreen, AmpLite Red fluorescence. activity change, negative = inhibition, % at 58.2 µM, hits read low. 290,000 compounds, 0.67% hits; in the data active = activity change below about -30%
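Compounds tested against the coupling enzymes alone at 57.5 uM final; readout was AmpLite Red fluorescence (525/598 nm) after 20 min at RT.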
B2AR arrestin: beta2AR (human) beta-arrestin recruitment activity | P07550 | beta-arrestin recruitment to beta2AR, cell-based reporter | Potency, µM (top dose mostly 46.1 µM), for inactives: at the top dose activation, usual class: activators | 330,000 compounds, 0.02% hits | AID 492947;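 note: potency is the fitted concentration of half-maximal effect; 0% = DMSO controls and full agonism = EC100 isoproterenol or metaproterenol; nearly all actives have a fitted effect of over 65% in size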
Eya2 phos inh: Eya2 (human) phosphatase inhibition; O00167; recombinant Eya2, OMFP fluorescence dephosphorylation (OMFP is methylfluorescein phosphate); Potency, µM (titrated, usually from 76.9 µM), for the others: top-dose activity, negative = inhibition, hits mostly inhibitors; 330,000 compounds, 0.006% hits; AID 488837; note: potency is the fitted concentration of half-maximal effect
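Eya2 (0.2 uM) preincubated 10 min at ambient with compound, then OMFP substrate added at 50 uM; 10 min reaction in 50 mM HEPES pH 7.5, 50 mM NaCl, 5 uM MgCl2, 0.05% BSA, 1 mM DTT. Fluorescence read at Ex 485/Em 525 nm.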
hERG WT inh: KCNH2 (human, wildtype) channel inhibition; Q12809; U2OS, BacMam KCNH2, thallium flux FluxOr; active compounds read low; activity change, % at 1.84 µM; 340,000 compounds, 0.37% hits; AID 720551;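 active = maximum activity change below -70%; inconclusive = maximum activity change between -70% and -50%; inactive = maximum activity change above -50%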
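U2OS cells transduced with wild-type KCNH2 virus are loaded with FluxOr dye for 45 min, and thallium flux is measured in kinetic reads before and after stimulation buffer. Rate constants are normalized to DMSO controls.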
KCNH2 3.1 inh: blocks the human KCNH2 3.1 channel isoform | 340,000 compounds, 0.95% hits | activity change, % (tested at about 1.8 µM) | U2OS KCNH2 3.1, thallium flux FluxOr; active compounds read low;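 active = maximum activity change below -70%; inconclusive = maximum activity change from -70% to -50%; inactive = maximum activity change above -50%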;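 note: thallium influx rate constant from kinetic fluorescence after stimulation buffer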
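Thallium flux read-out: FluxOr dye with Red40 quencher in HBSS/HEPES, 45 min at RT. Rate constants from kinetic reads were normalized to positive and negative DMSO controls. Cells: U2OS virally expressing the 3.1 isoform.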
Giardia killer: Giardia lamblia killing. AID 540267. activity change, % at 7.66 µM, hits read low. Giardia lamblia trophozoite viability. 340,000 compounds, 0.15% hits; in the data active = activity change below about -80%; inconclusive = between about -30% and that limit;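 note: parasites exposed to compound for two days anaerobically before the ATP read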
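Trophozoites 100 cells/well + cpd; 48 hrs, 37 deg C, anaerobic. ATPLite 1-Step added, 15-30 min RT, luminescence read (ATP-based viability).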
BCR signal inh: chronic active BCR signaling inhibition. ABC-DLBCL IkBa-CBG/CBR reporter, luminescence ratio, 4 h. Potency, µM (doses to about 46.1 µM), inactives show at the highest dose ratio change, negative = lower green/red ratio, most hits filed as inhibitors. 340,000 compounds, 0.05% hits. AID 493014; active = well fitted inhibition curve with a large enough effect in the signal ratio, with a control signal flat, not every such curve was filed as active; inconclusive = small, poorly fitted or top-dose-only effect, or effect the other way, or a change in a side signal; the % refers to the signal ratio;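 note: potency is the fitted concentration of half-maximal effect; plate controls were basal doxycycline-induced cells for no effect and cells given 10 µM MG132 for full effect; MG132 reads +100%, hits lower the ratio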
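Cell line TMD8 (human ABC DLBCL), stably expressing tet-inducible CBG68-IkBa fusion and CBR; IMDM/0.5% FBS; cpd up to 46 uM; dox induction, 4 h, 37C/5% CO2; dual luminescence; green/red ratio; MG132 control.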
GALK inhibitor: galactokinase (human) inhibition; P51570; Purified GALK, Kinase-Glo residual ATP luminescence; Potency, µM (highest dose often 57.5 µM), inactives show at the highest dose activity change, negative = inhibition, actives largely listed as inhibitors; 270,000 compounds, 0.007% hits; AID 1868; note: potency is the fitted concentration of half-maximal effect
Target sequence (P51570 whole entry, looked up): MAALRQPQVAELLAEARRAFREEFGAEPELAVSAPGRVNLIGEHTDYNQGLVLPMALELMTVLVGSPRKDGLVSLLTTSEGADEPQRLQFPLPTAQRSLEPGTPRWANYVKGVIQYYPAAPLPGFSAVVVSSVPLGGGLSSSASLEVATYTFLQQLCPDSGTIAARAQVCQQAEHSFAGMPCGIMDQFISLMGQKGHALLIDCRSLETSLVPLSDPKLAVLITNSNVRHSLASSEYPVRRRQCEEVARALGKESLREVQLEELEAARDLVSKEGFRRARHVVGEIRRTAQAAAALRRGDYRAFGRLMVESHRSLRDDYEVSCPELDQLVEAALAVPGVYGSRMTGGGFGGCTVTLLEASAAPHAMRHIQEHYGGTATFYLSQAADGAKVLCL
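5 nM enzyme, 35 uM ATP, 100 uM galactose, 20 mM HEPES pH8.0, 5 mM MgCl2; 1 h RT; residual ATP by Kinase-Glo Plus luminescence, qHTS format.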
uPA generation: blocks generation of uPA at the cell surface | cell surface uPA generation assay, qHTS | Potency, µM (doses to about 38.3 µM), for inactives: at the top dose activity change, negative = inhibition, actives largely listed as inhibitors | 330,000 compounds, 0.31% hits | AID 540303; active = well fitted inhibition curve with a large enough effect; inconclusive = small, poorly fitted or top-dose-only effect; inactive = no such curve, though single readings can be large or run the other way; tested in mouse RAW 264.7 cells; note: potency is the fitted concentration of half-maximal effect; nearly all actives have a fitted effect of over 55% in size
USP2a block: inhibitors of human ubiquitin-specific protease USP2a; O75604; USP2 core, Ub-CHOP2 coupled fluorogenic reporter, 485/531; 330,000 compounds, 0.01% hits; Potency, µM (top dose mostly 38.3 µM), for inactives: top-dose activity change, negative = inhibition, hits mostly inhibitors;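 note: potency is the fitted concentration of half-maximal effect; plate controls were DMSO wells for no effect and full inhibition by NEM control for full effect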
Target sequence (O75604 whole entry, looked up): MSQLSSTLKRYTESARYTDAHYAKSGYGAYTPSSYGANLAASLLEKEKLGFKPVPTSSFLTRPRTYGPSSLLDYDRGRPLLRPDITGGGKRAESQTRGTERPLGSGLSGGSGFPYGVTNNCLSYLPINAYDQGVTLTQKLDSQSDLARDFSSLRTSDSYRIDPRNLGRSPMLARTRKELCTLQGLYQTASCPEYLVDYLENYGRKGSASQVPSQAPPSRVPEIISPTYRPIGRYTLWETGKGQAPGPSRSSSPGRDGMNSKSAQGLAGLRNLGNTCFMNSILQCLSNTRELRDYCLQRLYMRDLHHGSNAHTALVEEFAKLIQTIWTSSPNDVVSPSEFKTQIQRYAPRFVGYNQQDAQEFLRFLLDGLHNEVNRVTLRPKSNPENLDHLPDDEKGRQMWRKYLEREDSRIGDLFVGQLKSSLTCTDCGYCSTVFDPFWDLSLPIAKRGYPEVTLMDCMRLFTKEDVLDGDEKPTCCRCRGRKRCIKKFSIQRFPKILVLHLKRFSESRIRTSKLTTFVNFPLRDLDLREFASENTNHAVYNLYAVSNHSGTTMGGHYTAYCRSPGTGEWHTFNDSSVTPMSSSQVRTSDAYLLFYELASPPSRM
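Deubiquitinase activity read as fluorescence (485/531 nm) after Ub-CHOP2 cleavage activates the enterokinase reporter on its substrate; USP2 core 10nM, Ub-CHOP2 and substrate 25nM each, 30min compound preincubation then 60min RT; data normalized to NEM, curves fitted.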
Starred values were filed as active, the others as inactive; ? = inconclusive; . = not tested or not shown; & = joins results of further samples; [ ] = remark or other dose. Unless noted, calls come from the whole dose curve; as a rule, active = well fitted curve in the direction sought with a large enough effect; inconclusive = small, poorly fitted or top-dose-only effect, or another doubt; inactive = no such curve, though single readings can be large; an effect the other way counts as inactive or inconclusive. Unless noted, % is set by controls: 0 for no effect and ±100 for the full control effect. Compounds were not picked by outcome. About 2.4% of those tested had a hit in this group.

SMILES	PKM2 activator	FBPA coupling cs	B2AR arrestin	Eya2 phos inh	hERG WT inh	KCNH2 3.1 inh	Giardia killer	BCR signal inh	GALK inhibitor	uPA generation	USP2a block
CCc1nnc(NS(=O)(=O)c2ccc(NC(=S)Nc3ccc(F)cc3)cc2)s1	5.4%	4.7	-0.2%	13.6%	-24.5	-11.0	12.7	3.2%	0.0%	5.3%	4.7%
CCN(CC)C(=O)Cn1nc(C)c2ccccc2c1=O	4.2%	2.3	0.0%	-0.5%	-2.5	-7.3	5.0	?	-0.4%	2.8%	4.4%
NS(=O)(=O)c1ccc(CCNS(=O)(=O)c2ccc3c(c2)NC(=O)CO3)cc1	.	.	-0.1%	2.6%	-3.2	20.4	1.2	0.1%	2.4%	5.6%	-9.8%
CSCC(=O)N1CCCC(CNC(=O)c2ccc(-c3ccccc3)cc2)C1 (configuration not stated)	-13.4%	-11.0	-0.6%	2.3%	-5.5	6.3	7.6	5.9%	4.9%	0.0%	-0.8%
COc1cccc(CC(=O)Nc2cc(C(F)(F)F)ccc2N2CCCC2)c1	-0.7%	.	-1.0%	3.1%	-17.7	-2.7	3.4	2.1%	-4.3%	-5.9%	0.1%
CCOC(=O)CCCCC(=O)c1[nH]c(=O)[nH]c1CSCCO	-5.2%	-0.8	0.3%	7.5%	-10.8	1.8	18.3	1.8%	1.9%	3.0%	1.5%
Cn1c(=O)cc(SCC(=O)NCCCN2CCN(c3ccccc3F)CC2)c2ccccc21	-6.0%	-0.5	-0.3%	-11.3%	-3.0	-2.4	-6.2	-8.6%	-1.0%	-3.6%	2.7%
COc1cc(N=Nc2ccccc2C(=O)O)ccc1O	-1.1%	-17.4	-0.2%	-6.9%	-5.4	0.3	-27.2	?	7.0%	-0.4%	-5.6%
COc1ccc(C(CC(=O)N2CCCC2)c2c(OC)cc(OC)c3ccc(=O)oc23)cc1 (configuration not stated)	4.7%	4.4&5.6	-0.6%	-8.8%	.	.	2.0&8.9	-2.6%	-1.8%	-0.8%	6.4%
O=C(COc1ccccc1Cl)Nc1ccc2oc(=O)ccc2c1	-5.4%	-0.1	0.4%	-3.4%	-3.0	-1.7	-8.5	16.5%	-0.3%	0.9%	0.2%
CN(CC(=O)Nc1ccccc1Cl)C(=O)CCSc1ccc(F)cc1	.	.	-0.2%	16.2%	-2.1	11.8	5.6	10.3%	.	-0.3%	1.8%
Cc1[nH]n(-c2ccc(Cl)cc2)c(=O)c1C(=O)c1ccccc1	-4.3%	10.5	0.2%	-2.3%	6.2	-0.6	1.3	?	3.3%	-5.2%	6.3%
COc1ccc(CC(=O)OCC(=O)NCCNC(=O)COC(=O)Cc2ccc(OC)cc2)cc1	.	.	-0.5%	-36.6%	-3.2	-7.3	15.7	-6.3%	.	-1.0%	-0.2%
CCCCn1c(N)c(N(CC(C)C)C(=O)c2cccc(S(=O)(=O)N(C)c3ccccc3)c2)c(=O)[nH]c1=O	.	.	0.0%	-9.3%	-2.6	-1.4	0.0	-1.3%	.	-5.8%	-1.4%
Cc1cccc(N2CCN(c3ccc4cc(S(=O)(=O)N5CCCCC5)ccc4n3)CC2)c1C	.	.	-0.2%	5.8%	-1.4	-7.3	-13.8	2.8%	4.9%	5.5%	3.2%
CN(CC(=O)Nc1ccc(F)cc1)C(=O)c1ccncc1	36.2%	.	0.1%	6.2%	6.5	8.8	7.4	-0.1%	-5.0%	0.9%	1.0%
COc1cccc(S(=O)(=O)Nc2ccc3c(c2)OCCO3)c1	4.2%	-3.0	0.5%	-3.6%	-10.6	-2.9	17.2	-1.5%	-0.3%	-3.7%	1.6%
COc1cccc(C(=O)C2CCCN(C(=O)CCc3scnc3C)C2)c1 (configuration not stated)	-8.1%	0.7	-0.1%	-3.8%	-1.0	0.5	-9.5	6.1%	1.6%	-3.8%	-0.6%
O=C(OCC(=O)N1CCCc2ccccc21)c1cc(S(=O)(=O)N2CCOCC2)ccc1Cl	.	.	0.1%	-26.8%	-20.7	-1.5	-3.9	?	.	-1.5%	-0.5%
CCCCN(Cc1ccco1)S(=O)(=O)c1csc(C(N)=O)c1	1.3%[0.46 µM]	-0.1	0.0%	-8.0%	-159.1*	-182.1*	-28.2	-5.6%	3.3%	1.0%	1.9%
O=C(CNC(=O)N1CC(=O)Nc2ccccc21)Nc1ccccc1	.	.	-0.5%	5.9%	7.9	4.2	-22.5	-8.8%	-3.7%	8.4%	3.3%
Cc1cc(=O)oc2cc(OCC3CC(c4ccccc4Cl)=NO3)ccc12 (configuration not stated)	-2.3%	-2.0	0.2%	-1.2%	6.1	0.1	-5.7	?	-2.0%	.	2.3%
CCOC(=O)C1CCN(C(=O)c2sc3nc(-c4ccccc4)cn3c2C)CC1	0.5%	-0.2	-0.8%	3.0%	4.0	-0.2	0.2	?	0.5%	10.4%	-3.4%
COc1cccc(/C=N/n2c(C)nc3ccccc3c2=O)c1O	-0.4%	2.5	0.3%	5.6%[15.4 µM]	-3.2	-16.2	0.4	?	3.2%	0.6%	4.9%
Clc1ccc2nc(C3CCN(Cc4nnnn4C4CCCCC4)CC3)[nH]c2c1	2.7%	2.1	-1.1%	4.2%	-4.8	-28.1	-1.3	?	0.9%	-0.7%	-1.5%
Cc1cc(=O)[nH]c(SCC(=O)NC2CCCCC2)n1	.	2.8	-0.3%	-6.3%	0.2	24.1	-0.8	1.8%	0.1%	3.4%	0.8%
C[C@H](NC(=O)c1[nH]cnc1C(=O)Nc1ccccc1)c1ccccc1	.	.	0.1%	-12.4%	-9.4	1.3	-10.6	?	.	-12.6%	0.5%
COc1cc2c(cc1OC)C(c1ccccc1)N(C(=O)c1ccco1)CC2 (configuration not stated)	26.2%	5.0	0.4%	11.7%	-3.5	-2.3	-5.3	0.9%	0.9%	7.9%	0.4%
COc1ccc(C(=O)NCCCNC(=O)c2ccccn2)cc1Br	-2.3%	0.5	-1.0%	3.5%	-7.5	5.2	-14.7	?	0.0%	-3.6%	2.1%
O=C(NCCCN1CCOCC1)c1cc2ccccc2oc1=O	-5.6%	-0.5	0.4%	-11.9%	-0.2	-18.9	4.4	2.7%	-0.9%	-2.3%	2.1%
O=C(NC(=S)N(Cc1ccccc1)Cc1ccccc1)c1ccccc1F	0.1%	.	5.4%	3.7%	?	-20.7	1.2	1.4%	-2.7%	5.0%	-0.4%
CC(C)(NO)/C(=N/O)c1ccc(Br)cc1	4.5%	2.3	3.2%	27.3%	-13.3	-1.9	11.5	-0.2%	2.2%	1.9%	-0.6%
CCOC(=O)N1CCN(C(=O)C2CCN(Cc3ccc(OC)cc3OC)CC2)CC1	-19.8%	0.5	0.2%	-6.3%	-9.1	-8.6	-8.5	-2.4%	2.0%	2.2%	-2.7%
CCCn1c2ccc(/C(C)=N\O)cc2c2cc(/C(C)=N/O)ccc21	-2.5%	-7.6	-1.1%	-6.1%	-0.3	-5.6	-6.4	?	2.0%	4.3%	-5.5%
O=C(c1ccc2ccccc2n1)N1CCN(S(=O)(=O)c2ccccc2)CC1	.	.	0.0%	7.3%	-2.3	-1.3	20.9	0.8%	.	8.9%	5.4%
CCCNS(=O)(=O)c1ccc(CCC(=O)N2CCN(c3ccc(F)cc3)CC2)cc1	-5.6%	3.6	-1.4%	5.4%	0.3	-21.2	5.4	?	2.0%	2.2%	1.3%
CC[C@@H](C)[C@@H]1CN([C@@H](CN2CCC[C@H]2CN2C(N)=NC[C@H]2CC(C)C)C(C)C)C(=N)N1CCc1ccc(Cl)c(Cl)c1	.	.	10.1%	-6.6%	-9.4	-5.8	-28.3	0.4%	.	4.0%	0.8%
COc1ccc(NC(=O)c2ccccc2SC)cc1OC	3.9%	-0.1	0.3%	-4.6%	-7.8	13.5	7.2	?	-2.1%	-6.9%	0.2%
O=C(NC1CCCCCC1)C1C2C=CC3(CN(Cc4cccnc4)C(=O)C13)O2 (configuration not stated)	1.2%	-0.5	-0.4%	16.3%	-9.7	-0.9	20.6	3.8%	1.1%	-0.1%	-1.4%
O=C(NCCCc1ccccc1)c1ccc([N+](=O)[O-])cc1Cl	-17.2%	4.4	-0.9%	-2.2%	4.2	-2.4	7.3	-14.2%	5.3%	10.4%	0.5%
CC(Nc1nc(N2CCCCC2)nc2ccccc12)c1ccccc1 (configuration not stated)	-3.2%	0.7	0.2%	-17.1%	-23.9	-28.9	7.1	?	0.4%	-8.7%	-0.9%
COc1ccccc1NC(=O)c1ccccc1NC(=O)c1cccs1	-6.7%	-0.2	-0.1%	-10.2%	-1.1	-0.9	-6.7	?	-2.9%	-4.0%	-1.7%
